# TDP1 cell noCPT – qHTS for Inhibitors of human tyrosyl-DNA phosphodiesterase 1 (TDP1): qHTS in cells in absence of CPT. DT40 Tdp1-/- hTDP1 cells, no CPT, ATP luminescence, 48 h. Potency, µM (series often up to 46.2 µM), inactives show at the highest dose activity change, negative = growth inhibition, hits mostly inhibitors. hit rate 15% among 420,000. AID 686978, 2013; further: nearly all actives have a fitted effect of over 55% in size
#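 Growth of hTDP1-complemented DT40 Tdp1-knockout cells is measured by ATP luminescence after at least 48 hr compound exposure at 37 °C, with DMSO substituting for the 20 nM CPT used in the parallel screen.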
# TDP1 inh – blocks human tyrosyl-DNA phosphodiesterase 1; Q9NUW8; recombinant TDP1, AlphaScreen DNA substrate cleavage; Potency, µM (doses to about 130 µM), for inactives: top-dose activity change, negative = inhibition, hits mostly inhibitors; hit rate 0.28% among 350,000; further: nearly all actives have a fitted effect of over 40% in size
# Target sequence (Q9NUW8 whole entry, looked up): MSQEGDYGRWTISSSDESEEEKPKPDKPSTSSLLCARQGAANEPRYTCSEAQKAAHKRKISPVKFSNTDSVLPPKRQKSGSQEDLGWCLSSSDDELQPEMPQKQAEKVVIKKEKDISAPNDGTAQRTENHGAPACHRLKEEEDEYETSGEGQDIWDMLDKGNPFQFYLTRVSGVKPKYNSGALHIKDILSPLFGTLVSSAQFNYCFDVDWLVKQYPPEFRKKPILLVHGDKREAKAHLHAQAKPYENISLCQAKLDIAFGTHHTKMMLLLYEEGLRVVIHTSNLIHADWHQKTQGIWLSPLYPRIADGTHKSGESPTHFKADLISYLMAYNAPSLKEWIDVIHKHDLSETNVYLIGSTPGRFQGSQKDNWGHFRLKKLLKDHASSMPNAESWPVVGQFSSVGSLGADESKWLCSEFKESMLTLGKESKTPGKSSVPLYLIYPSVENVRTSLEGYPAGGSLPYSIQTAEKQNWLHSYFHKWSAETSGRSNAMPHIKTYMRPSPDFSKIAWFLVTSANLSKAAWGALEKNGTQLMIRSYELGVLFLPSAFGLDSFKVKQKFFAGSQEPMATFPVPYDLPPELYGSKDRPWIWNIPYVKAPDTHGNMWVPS
#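 Compounds were preincubated with Tdp1 (1 nM final) for 15 min at room temperature before substrate (15 nM final) started a 5 min reaction; beads (10 ug/ml final) were then added for 10 min before AlphaScreen detection.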
# TDP1 cell CPT – growth inhibition of DT40 Tdp1-/-;hTDP1 cells with camptothecin (screen for TDP1 inhibitors) | chicken DT40 Tdp1-/-;hTDP1 cells + 20 nM CPT, ATP luminescence, 48 h | Potency, µM (series often up to 46.2 µM), for inactives: at the top dose activity change, negative = growth inhibition, most hits filed as inhibitors | hit rate 12% among 420,000 | AID 686979; further: nearly all actives have a fitted effect of over 55% in size
#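 Cell growth measured by CellTiter-Glo luminescence after a minimum 48 h, 37 C compound exposure with 20 nM CPT in Tdp1-knockout DT40 cells stably expressing hTDP1, seeded 400/well; qHTS titration format.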
# Active calls of the source: *; ? = inconclusive; / = no result given; [ ] = another dose, or the depositor's remark. The call rests on the fitted dose curve; in most records, active means well fitted curve in the direction sought with a large enough effect; inconclusive means small, poorly fitted or top-dose-only effect, or another doubt; inactive means no such curve, though single readings can be large; an effect the other way counts as inactive or inconclusive. On the % scale 0 is the no-effect control and ±100 the full control effect; potency means the concentration at half of the fitted maximal effect. This is a random part of the collection, and some 18% of all compounds hit somewhere here.
SMILES,TDP1 cell noCPT,TDP1 inh,TDP1 cell CPT
OCCC1CN(Cc2cc(F)ccc2F)CCN1CCCc1ccccc1 (stereo not given),-16.9%,/,-30.0%
COc1ccc2nc3sc(C(=O)Nc4ccccc4F)cc3cc2c1,-30.0%,2.1%[12.3 µM],0.9%
CCCS(=O)(=O)N1CCN(Cc2ccc([N+](=O)[O-])cc2)CC1,?,-1.2%,-8.1%
Cc1nn(Cc2ccccc2)c(Cl)c1/C=C/C(=O)OC(C)C(=O)N1CCCC1 (stereo not given),?,4.8%,-29.4%
CC(=O)OCn1ncc(N2CCOCC2)c(Br)c1=O,?,/,?
CC(C)c1nc2sc3c(SCC(N)=O)ncnc3c2c2c1CCC2,-8.0%,/,-3.8%
CN(C)c1ccc(/C=N/NC(=O)CN(c2cccc(Cl)c2)S(C)(=O)=O)cc1Br,16.4µM*,4.9%,25.9µM*
CN(C)S(=O)(=O)c1cccc(CNCC2COc3ccccc3O2)c1 (stereo not given),-5.0%,/,-23.2%
O=C(CN1CCOCC1)NN=C(c1ccccc1)c1ccccc1,?,/,6.6%
COc1ccc(CN(C(=O)c2cccs2)c2nccs2)cc1OC,?,6.9%,?
COc1ccc2c(CC(=O)Nc3ncc(C)s3)coc2c1,?,-1.6%,-28.6%
CCCn1c(-c2cccc(Br)c2)nc2ccccc21,-25.8%,2.5%,-18.4%
Cc1ccc2c(c1)CCO[C@]21O[C@H](CCO)C[C@H](O)[C@H]1O,-4.5%,/,-0.3%
Cc1ccsc1/C=N/NC(=O)CNC(=O)c1ccccc1,-16.0%,3.9%,-2.8%
CN(C)CCNc1ncnc2c1ncn2[C@H]1CN(CCc2ccccc2)C[C@@H](CO)O1,-18.5%,/,-5.2%
COc1ccc(C)cc1Nc1nc(C)nc2c1oc1ccccc12,?,/,-29.3%
CC(C)CC(=O)Nc1cccc(-c2nc3ccccc3o2)c1,-19.9%,0.0%,-26.4%
COc1ccc(CC(=O)NCCc2sc3nc(-c4ccc(OC)cc4)nn3c2C)cc1,?,0.0%,?
CN1CCCN(S(=O)(=O)c2ccc3ccccc3c2)CC1,?,3.3%,-12.3%
CC(=O)N1CCOc2ccc(S(=O)(=O)N3CC(C)CC(C)C3)cc21 (stereo not given),24.4%,0.2%,-17.0%
COc1ccc(NC(=O)c2cccs2)cc1,?,1.1%,-15.3%
C=CCNC(=O)CN1CCC(c2nc3cc(C)c(C)cc3[nH]2)CC1,-20.7%,/,3.0%
CC(=O)c1c(C)nc2ccc(C)cc2c1-c1ccccc1,0.3%,-4.8%,9.8%
CC(NC(=O)C(=O)N1CCOCC1)C(c1cccs1)N1CCN(c2ccccc2F)CC1 (stereo not given),-4.5%,5.4%,-7.7%
COc1ccc2nc(SCC(=O)NC3CCCc4ccccc43)[nH]c2c1 (stereo not given),?,5.5%,?
CCOc1ccccc1N(CC)C(=O)Nc1cn(C)c(=O)c2ccccc12,?,1.2%,-28.1%
COc1ccc(CC(=O)Nc2cc(-c3nc4cccnc4s3)ccc2C)cc1,?,3.9%,?
CCn1c(C)cc(C(=O)CSc2nnnn2C2CCCC2)c1C,?,7.7%,?
O=CNc1cc(-c2cccc(O)c2)cn2c(-c3ccc(F)cc3)cnc12,20.6µM*,/,18.4µM*
CC(=O)c1ccc(OCCCC(=O)Nc2ccc(S(=O)(=O)N3CCOCC3)cc2)cc1,?,/,?
Cc1ccccc1OCCSc1nnc(-c2ccc([N+](=O)[O-])cc2)o1,-16.6%,-0.5%,-25.5%
CCC1CCc2c(sc(NC(=O)C3c4ccccc4Oc4ccccc43)c2C#N)C1 (stereo not given),?,3.2%,?
NC(=O)c1ccc(-n2nc(C(F)(F)F)c3c2CCCC3)cc1,-26.8%,3.0%,-16.4%
NCCS(=O)(=O)NC1CCCCC1,6.6%,-2.6%,?
COc1cc(C(=O)NCC(=O)NCC2COc3ccccc3O2)cc(OC)c1OC (stereo not given),-0.2%,0.0%,-6.5%
CCOC(=O)C1(Cc2ccc(Cl)cc2)CCN(C(=O)c2ccoc2)CC1,?,5.4%,-16.6%
Cc1cccc(NC(=O)c2ccc(NCCc3ccccc3)c([N+](=O)[O-])c2)c1,-3.9%,0.0%,?
CCc1cccc(NC(=O)C2CCCN2S(=O)(=O)c2ccc3c(c2)CC(C)N3C(C)=O)c1 (stereo not given),11.6µM*,/,?
Cc1ccc(NC(=O)c2nc[nH]c2C(=O)N[C@H](C)c2ccccc2)cc1,?,1.9%,23.1µM*
CCOc1ccc(S(=O)(=O)c2c[nH]c3ccc(C)cc3c2=O)cc1,-5.3%,/,-14.9%
COc1ccc(NC(=O)c2c(-c3ccc(C)cc3)nnc3ccccc23)cc1OC,-20.2%,5.3%,-14.6%
Cc1ccc(CN2CCN(Cc3cccn3-c3nccs3)CC2CCO)cc1 (stereo not given),?,2.6%,-28.4%
CC(NC(=O)c1ccco1)c1nc(-c2ccc(Cl)cc2)no1 (stereo not given),20.6µM*,4.8%,?
CCNC(=S)NNc1ccccc1,5.17µM*,6.8%,3.26µM*
O=C(O)CCCC(=O)Nc1ccc(Oc2ncnc3cc(Cl)ccc23)nc1,-1.7%,5.1%,8.3%
CCOC(=O)c1c(CN(C)C)n(C)c2c(O)c(N=NC(N)=O)c3ccc(Br)cc3c12,14.6µM*,/,?
CC1(C)C2CCC1(C)C(OC(=O)CNc1ccccc1)C2 (stereo not given),-9.6%,5.6%,?
Cc1ccccc1NC(=O)CN1CCN(Cc2ccccc2)CC1,5.5%,5.3%,7.6%
COc1cc(OC)cc(C2=Cc3ccccc3C(CC(=O)c3ccco3)N2c2ccc(-c3cncnc3)cc2)c1 (stereo not given),?,/,8.2µM*
O=C(NCc1ccccc1)c1ccc(Br)cc1,-28.9%,-3.7%,5.0%
Cc1ccc(Nc2ccc(C(=O)NC3CCCCC3)cn2)cc1,?,6.8%,?
NS(=O)(=O)c1ccc(NC(=S)N2CCC(O)CC2)cc1,8.2%,0.0%,9.7%
O=C(Nc1cccc(C(F)(F)F)c1)C1Cc2c(-c3ccccc3)ccnc2O1 (stereo not given),25.9µM*,/,?
CCC(=O)Nc1nc2ccccc2n1CCN(CC)CC,-3.6%,1.0%,29.1µM*
Cc1ccc(S(=O)(=O)N2CCOCC2)cc1NC(=O)COC(=O)/C=C/c1ccco1,?,28.2µM*,-17.4%
Oc1ccc(Cl)cc1-c1cc(-c2ccccc2)n[nH]1,?,5.4%,-27.4%
CC(=O)Oc1ccc2c(=O)oc(-c3ccc([N+](=O)[O-])cc3)nc2c1,-3.8%,/,-2.3%
CCC(CC)C(=O)N(C)c1c(C)nc2c(OCCOc3ccccc3)cccn12,13µM*,/,23.1µM*
CCOC(=O)Nc1cc(C(=O)OCC)c(C)nc1C,-5.0%,-2.1%,-17.7%
COC(=O)c1cn(CC(=O)NCc2ccco2)c2ccccc12,1.1%,4.5%,-3.1%

# An excerpt of these results, with tabs.
Compound	TDP1 cell noCPT	TDP1 inh	TDP1 cell CPT
CC(=O)OCn1ncc(N2CCOCC2)c(Br)c1=O	?	/	?
Cc1ccc(CN2CCN(Cc3cccn3-c3nccs3)CC2CCO)cc1 (stereo not given)	?	2.6%	-28.4%
CN(C)c1ccc(/C=N/NC(=O)CN(c2cccc(Cl)c2)S(C)(=O)=O)cc1Br	16.4µM*	4.9%	25.9µM*

# More records follow:
SMILES,TDP1 cell noCPT,TDP1 inh,TDP1 cell CPT
CCOc1ccc(NC(=O)CN(C)C(=O)CC2CCCC2)cc1OCC,?,0.4%,-27.9%
Cn1c(=O)c(C(=O)Nc2ncccc2O)c(O)c2ccccc21,?,3.1%,-22.4%
Cc1nc(N2CCOCC2)[nH]c(=O)c1CCC(C)C,3.6%,2.3%,?
CCOc1cc(N2CCOCC2)c(OCC)cc1NC(=O)COC(=O)c1ccccc1OC(F)F,-21.7%,0.4%,?
CC(=O)c1ccc(NC(=O)CSc2nccn2Cc2ccc3c(c2)OCO3)cc1,?,3.3%,?
COC(=O)c1c(-c2ccncc2)csc1NC(=O)c1ccoc1C,-19.0%,-11.1%,-21.0%
O=c1[nH][nH]c(=O)c2nc(Nc3ccccc3)ncc12,-9.3%,/,-18.4%
Cc1[nH]n2cnnc2c(=O)c1Br,-19.8%,5.0%,-5.8%
COc1ccc(C)cc1NC(=O)C(=O)NCCc1sc(-c2ccc(Cl)cc2)nc1C,-27.1%,0.6%,-9.4%
C=CCN1C(c2ccc(Br)cc2)=CS/C1=C(/C#N)c1nnc(N2CCOCC2)n1-c1ccccc1,8.2µM*,0.6%,7.31µM*
O=C(NCc1cccs1)C1CCCN1C(=O)Nc1ccc(F)cc1 (stereo not given),-0.7%,/,-1.1%
Cc1cn(C2CCCCC2)c(=O)n(-c2ccccc2)c1=O,2.8%,/,-9.2%
COc1ccc(S(=O)(=O)N2CCOCC2)cc1NC(=O)CN1C(=O)CN(C)C1=O,4.8%,-0.1%,-3.5%
O=C(NCCCn1cccn1)c1cc(COc2ccc(F)cc2Cl)on1,-8.0%,/,-23.3%
O=c1c(-c2ccccc2)cnc2n1CCS2,19.4%,-2.7%,-22.4%
Cc1cccc(C)c1OCC(=O)N/N=C/c1ccc2c(c1)OCO2,3.66µM*,-3.1%,2.91µM*
Cn1ccc(C(=O)NCC2CCC3(CCN(Cc4ccc(F)cc4F)CC3)O2)n1 (stereo not given),-5.7%,/,-12.4%
O=S(=O)(NC1CCCCC1)c1ccc(Br)s1,-8.8%,5.6%,-14.7%
C=CCn1c(COc2ccccc2)nnc1SCC(=O)Nc1ccc2c(c1)OCCO2,-24.9%,6.0%,?
CCC(=O)N1CCc2cc(S(=O)(=O)NC(CC(C)C)C(=O)NCCc3cccc(C)c3)ccc21 (stereo not given),?,-2.3%,?
O=C(CSc1nccn1Cc1ccccc1)NCc1ccc(F)cc1,?,5.4%,?
Cc1nn(-c2ccc([N+](=O)[O-])cc2)c2c1C(c1cccc(Br)c1)N1C(=N2)C(=O)Nc2ccccc21 (stereo not given),3.26µM*,2.8%,2.59µM*
COc1ccc(CN(CCC(c2ccccc2)C2CCOC(C)(C)C2)C(C)=O)cc1 (stereo not given),18.4µM*,2.6%,?
O=C1C=C(c2ccc3ncccc3c2)C[C@@H](c2ccc(Cl)cc2)C1,?,3.5%,23.1µM*
CC(C)(C)Cc1c(-c2ccc(Br)cc2)nc2ccc(Br)cn12,?,/,?
Cc1ccccc1NS(=O)(=O)c1nnc(NC(=O)CC(C)C)s1,-0.3%,/,4.6%
Fc1ccccc1N=C1NN=C(c2ccccc2)CS1,?,1.8%,?
Cc1cccc(NC(=O)C2CCN(S(=O)(=O)c3c(C)noc3/C=C/c3ccco3)CC2)c1,20.6µM*,-2.3%,16.4µM*
CCOC(=O)C1CSC2(CCC(c3ccccc3)CC2)N1 (stereo not given),3.5%,0.0%,20.6%
Cc1ncc([N+](=O)[O-])n1CC(=O)NCCc1ccccc1,-4.9%,3.8%,2.4%

# Record cards, as listed above. Order of screens: TDP1 cell noCPT	TDP1 inh	TDP1 cell CPT
# `O=C1C=C(c2ccc3ncccc3c2)C[C@@H](c2ccc(Cl)cc2)C1` across the screens: ?	3.5%	23.1µM*
# `Cc1cccc(NC(=O)C2CCN(S(=O)(=O)c3c(C)noc3/C=C/c3ccco3)CC2)c1` across the screens: 20.6µM*	-2.3%	16.4µM*
# `CCOC(=O)C1CSC2(CCC(c3ccccc3)CC2)N1` (stereo not given) across the screens: 3.5%	0.0%	20.6%
# `Cc1ccccc1NS(=O)(=O)c1nnc(NC(=O)CC(C)C)s1` across the screens: -0.3%	/	4.6%

# New compounds follow:
SMILES,TDP1 cell noCPT,TDP1 inh,TDP1 cell CPT
COc1ccc(-c2noc(CCCOc3ccc(Cl)cc3Cl)n2)cc1,?,/,-20.1%
Nc1nc2c(ccc3ccccc32)s1,2.1%,/,10.6%
CCOc1ccc(NC(=O)Cn2sc3nc(C)cc(C)c3c2=O)cc1,2.59µM*,0.0%,2.06µM*
COc1ccc(OC)c(CNC(=O)c2cnc(N(C)C)nc2)c1,5.4%,3.8%,-3.7%
COc1ccc(-n2nc(C(=O)N3CCCCC3)c3ccccc3c2=O)cc1,2.3%,0.0%,-7.7%
N#CCCn1cc(C(CC(=O)c2ccccc2)C(=O)O)c2ccccc21 (stereo not given),-14.4%,-3.7%,3.6%
COc1cccc(OC)c1C(=O)Nc1ccnn1C,4.3%,/,29.9%

# Taken from above:
# Cc1ccccc1NC(=O)CN1CCN(Cc2ccccc2)CC1 in TDP1 cell noCPT = 5.5%
# Cc1cccc(NC(=O)C2CCN(S(=O)(=O)c3c(C)noc3/C=C/c3ccco3)CC2)c1 in TDP1 cell CPT = 16.4µM*
# Cc1nn(-c2ccc([N+](=O)[O-])cc2)c2c1C(c1cccc(Br)c1)N1C(=N2)C(=O)Nc2ccccc21 (stereo not given) in TDP1 cell CPT = 2.59µM*
# NC(=O)c1ccc(-n2nc(C(F)(F)F)c3c2CCCC3)cc1 in TDP1 cell CPT = -16.4%
# CCn1c(C)cc(C(=O)CSc2nnnn2C2CCCC2)c1C in TDP1 inh = 7.7%
